N370S GC mod = inhibits or activates N370S mutant glucocerebrosidase; N370S GC spleen homogenate, 4MU-glucoside fluorescence; actives 0.092% (n = 330,000); Potency, µM (titrated, usually from 59.4 µM), for the others: at the highest dose activity change, negative = inhibition, usual class: inhibitors;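 note: 0% = full enzyme activity and -100% = no enzyme basal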
TDP1 cell CPT = growth inhibition of DT40 Tdp1-/-;hTDP1 cells with camptothecin (screen for TDP1 inhibitors). chicken DT40 Tdp1-/-;hTDP1 cells + 20 nM CPT, ATP luminescence, 48 h. Potency, µM (titrated, usually from 46.2 µM), without a hit: at the highest dose activity change, negative = growth inhibition, hits mostly inhibitors. actives 12% (n = 420,000). AID 686979; note: nearly all actives have a fitted effect of over 55% in size
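Chicken DT40 Tdp1-/- cells complemented with human TDP1, 400 cells/well, exposed to compounds plus 20 nM camptothecin for at least 48 h at 37 C; viability read as ATP content by CellTiter-Glo luminescence.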
FEN1 inhibitor = inhibitors of human flap endonuclease 1; P39748; Recombinant FEN1 flap cleavage, fluorescence, 15 min; Potency, µM (highest dose often 114 µM), for the others: top-dose activity change, negative = inhibition, most hits filed as inhibitors; actives 0.35% (n = 390,000); AID 588795; note: nearly all actives have a fitted effect of over 65% in size
Target sequence (P39748 whole entry, looked up): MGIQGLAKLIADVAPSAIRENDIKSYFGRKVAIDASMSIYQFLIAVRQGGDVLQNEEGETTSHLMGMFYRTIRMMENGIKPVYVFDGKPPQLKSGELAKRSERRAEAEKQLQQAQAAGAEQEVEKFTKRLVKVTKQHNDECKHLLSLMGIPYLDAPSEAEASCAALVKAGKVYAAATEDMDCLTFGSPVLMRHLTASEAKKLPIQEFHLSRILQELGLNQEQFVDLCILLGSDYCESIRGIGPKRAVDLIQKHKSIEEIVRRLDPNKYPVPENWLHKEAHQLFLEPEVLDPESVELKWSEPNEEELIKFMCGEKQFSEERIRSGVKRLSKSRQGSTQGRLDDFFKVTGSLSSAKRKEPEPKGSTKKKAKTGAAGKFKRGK
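Steps: FEN1 (10 nM) dispensed; compound added by pin tool; 15 min at room temperature; substrate added to 50 nM final; reads at 0 min and 15 min; data normalized and fitted (four-parameter Hill).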
Numbers without * were called inactive; ? = inconclusive; / = not tested or not shown; ! = not confirmed by another sample; [ ] = another dose, or the depositor's remark. Calls come from the whole dose curve; as a rule, active = well fitted curve in the direction sought with a large enough effect; inconclusive = small, poorly fitted or top-dose-only effect, or another doubt; inactive = no such curve, though single readings can be large; an effect the other way counts as inactive or inconclusive. Unless noted, % is set by controls: 0 for no effect and ±100 for the full control effect; potency is the fitted concentration of half-maximal effect. The list is partial. The share of hits here may be higher or lower than overall.

SMILES	N370S GC mod	TDP1 cell CPT	FEN1 inhibitor
CCOC(=O)c1sc(NC(=O)CC2OC(=O)c3ccccc32)nc1C (stereo not drawn)	-1%	0%	-5%
CCN1C(=O)CSC1=Nc1cccc(C(=O)O)c1	1%	-2%	5%
CCOc1ccc2nc(N(CCN(C)C)C(=O)c3ccc4c(c3)CCCC4)sc2c1	-29%	?	0%
Cn1c(C(=O)NCC2CCCO2)cc2oc3ccccc3c21 (stereo not drawn)	6%	?	1%
O=C(CSc1nc2ccccc2o1)N1CCN(C(=O)c2ccco2)CC1	-1%	-17%	9%
C=CCn1c(-c2ccc(Cl)cc2)cnc1SC(C)C(N)=O (stereo not drawn)	-1%	-28%	2%
CN(C(=O)c1cccc(NC(=O)Cc2cccc(NC(=O)C3CCCN(C(=O)C4CCCCC4)C3)c2)c1)C1CC1 (stereo not drawn)	/	-9%	-17%
CCOc1ccc(NC(=O)c2sc(NC(C)=O)c(C(=O)OC)c2C)cc1	4%	20%	2%
CC(C)OC(=O)NCCOC(=O)Nc1ccccc1Cl	-9%	10%	11%
CCC1(c2ccccc2)NC(=O)N(CC(=O)Nc2cc(S(=O)(=O)N3CCCCCC3)ccc2OC)C1=O (stereo not drawn)	-12%	16µM*	?
S=c1[nH]nc(SCc2ccccc2)c2[nH]cnc12	/	?	-10%
CC(=O)N1CCN(c2ccc(Oc3nnnn3-c3ccccc3)cc2)CC1	5%	-17%	7%
Oc1ccc2ccccc2c1CNc1cnc2ccccc2c1	0%	-18%	-15%
Clc1ccc(-c2c[n+]3c(n2-c2ccccc2)SCC3)cc1	-3%	?	0%
CCC(=O)Nc1ccc2c(c1)ncn2-c1ccccc1OC	7%	?	-7%
CCOc1ccccc1-c1nc(-c2cccc(Br)c2)no1	5%	-22%	10%
Cc1cc(NS(=O)(=O)c2cn(C)nc2C)no1	-3%	44%[activator]	-6%
C=CC[C@@H](CC(=O)NCCO)C(=O)NC[C@H](OC(=O)[C@@H](CC=C)CC(=O)OC(C)(C)C)c1ccccc1	/	?	0%
Cc1ccccc1OCC(=O)N/N=C/c1ccc(N2CCOCC2)o1	-22%	?	7%
COCCn1c(SCC(=O)NNC(=O)c2ccccc2)nc2ccccc21	/	-9%	3%

Quoted from the entries so far for reference:
SMILES	N370S GC mod	TDP1 cell CPT	FEN1 inhibitor
CCN1C(=O)CSC1=Nc1cccc(C(=O)O)c1	1%	-2%	5%
CCOc1ccc2nc(N(CCN(C)C)C(=O)c3ccc4c(c3)CCCC4)sc2c1	-29%	?	0%
Cn1c(C(=O)NCC2CCCO2)cc2oc3ccccc3c21 (stereo not drawn)	6%	?	1%
O=C(CSc1nc2ccccc2o1)N1CCN(C(=O)c2ccco2)CC1	-1%	-17%	9%
C=CCn1c(-c2ccc(Cl)cc2)cnc1SC(C)C(N)=O (stereo not drawn)	-1%	-28%	2%
CN(C(=O)c1cccc(NC(=O)Cc2cccc(NC(=O)C3CCCN(C(=O)C4CCCCC4)C3)c2)c1)C1CC1 (stereo not drawn)	/	-9%	-17%
CCOc1ccc(NC(=O)c2sc(NC(C)=O)c(C(=O)OC)c2C)cc1	4%	20%	2%
CC(C)OC(=O)NCCOC(=O)Nc1ccccc1Cl	-9%	10%	11%
CCC1(c2ccccc2)NC(=O)N(CC(=O)Nc2cc(S(=O)(=O)N3CCCCCC3)ccc2OC)C1=O (stereo not drawn)	-12%	16µM*	?
S=c1[nH]nc(SCc2ccccc2)c2[nH]cnc12	/	?	-10%
CC(=O)N1CCN(c2ccc(Oc3nnnn3-c3ccccc3)cc2)CC1	5%	-17%	7%
Oc1ccc2ccccc2c1CNc1cnc2ccccc2c1	0%	-18%	-15%
Clc1ccc(-c2c[n+]3c(n2-c2ccccc2)SCC3)cc1	-3%	?	0%
CCC(=O)Nc1ccc2c(c1)ncn2-c1ccccc1OC	7%	?	-7%
CCOc1ccccc1-c1nc(-c2cccc(Br)c2)no1	5%	-22%	10%
Cc1cc(NS(=O)(=O)c2cn(C)nc2C)no1	-3%	44%[activator]	-6%
C=CC[C@@H](CC(=O)NCCO)C(=O)NC[C@H](OC(=O)[C@@H](CC=C)CC(=O)OC(C)(C)C)c1ccccc1	/	?	0%
Cc1ccccc1OCC(=O)N/N=C/c1ccc(N2CCOCC2)o1	-22%	?	7%
COCCn1c(SCC(=O)NNC(=O)c2ccccc2)nc2ccccc21	/	-9%	3%

The results go on:
SMILES	N370S GC mod	TDP1 cell CPT	FEN1 inhibitor
O=C(NCc1ccc(F)cc1Cl)C1CCN(S(=O)(=O)N2CCC3(CC2)OCCO3)CC1	-5%	-5%	4%
Cc1nc2cc(-c3ccc(Cl)cc3)nn2c(NCCN(C)C)c1C	7%	7.3µM*	?
CC(C)(c1ccccc1)c1ccc(OCCN)cc1	-29%	18µM*	4%
O=C(NNS(=O)(=O)c1ccc([N+](=O)[O-])cc1)c1ccc([N+](=O)[O-])cc1	-3%	4%	13%
CC(OC(=O)c1ccco1)C(=O)Nc1ccc(C(F)(F)F)cc1 (stereo not drawn)	/	10µM*	-1%
CC(C)(C)[C@H]1COC(=O)CCC/C=C/C[C@H](CC(=O)N(CCO)Cc2ccccc2)C(=O)N1	/	?	14%
Cc1cc(C(=O)COC(=O)c2ccc(NC(=O)CC#N)cc2)c(C)n1C1CC1	-8%	21µM*	-4%
Cc1nnc(C)n1/N=C/c1cccc([N+](=O)[O-])c1	5%	2%	6%
Cc1ccc(N)cc1O	-4%	7.7µM*!	-19%
CC(NC(=O)c1ccc(OC2CCN(C(=O)c3cccnc3)CC2)cc1)C1CC1 (stereo not drawn)	-15%	-2%	-4%
Cc1ccc(C(=O)NCC(c2ccc(F)cc2)N2CCOCC2)s1 (stereo not drawn)	/	-1%	2%
CCOc1ccc(NC(=O)C2CCC(CNS(=O)(=O)c3ccc(Br)s3)CC2)cc1 (stereo not drawn)	/	-21%	-1%
Cc1ccsc1/C=C/c1ccc2ccccc2n1	-12%	?	26%
Cc1ccc(N2CCN(C(=O)c3nn(C)c4c3CSc3ccccc3-4)CC2C)cc1 (stereo not drawn)	/	23µM*	-3%
COCCNC(=O)CSc1nc2cc3c(cc2c(=O)n1Cc1ccc(C(=O)NCCc2ccc(OC)c(OC)c2)cc1)OCO3	/	8.2µM*	-4%
O=C1CCC(C(=O)Nc2ccccc2)N1 (stereo not drawn)	4%	-3%	-1%
CN1CCC(NCCC(c2ccc(F)cc2)c2ccc(Cl)cc2)CC1 (stereo not drawn)	-2%	5.8µM*	-3%
Cc1c(Cl)cccc1NC(=S)NN1CCOCC1	17%	6%	-4%
CN(Cc1ccccc1)c1ccc(/C=C/c2ccnc3ccccc23)cc1	/	13µM*	-3%
Cc1ccc(/C=C/C(=O)OCC(=O)NCCN2C(=O)CSC2=O)o1	-4%	13%	-1%
O=C(NC1CC1)C1CCN(C2CCN(C(=O)c3ccc4cccc(F)c4n3)CC2)CC1	-17%	-10%	4%
Cc1ccc(-c2csc(N(Cc3ccco3)C(=O)c3cccs3)n2)cc1	7%	?	-7%
CC(C)(C)OC(=O)N(CCc1ccccc1)Cc1ccccc1OCc1cccc(NC(=O)C2CCC2)c1	/	16µM*	-9%
COc1ccc(C(=O)NCCCNC(=O)c2ccccn2)cc1	-14%	0%	-3%
Cc1ccc(-c2nc3sc(C#N)c(N)n3c(=O)c2C#N)cc1	-7%	-1%	9%
COc1ccccc1N(C(=O)c1ccco1)C(C(=O)NC1CCCC1)c1cccnc1 (stereo not drawn)	2%	-5%	-10%
CCN(C(=O)[C@@H]1CCCN1C(=O)c1cccs1)c1nc2cc(Cl)ccc2s1	-3%	?	-7%
COc1ccc(NC(=S)NC2CC3CCC(C2)N3Cc2ccco2)cc1 (stereo not drawn)	12%	0%	3%
Cc1ccccc1CS(=O)(=O)c1nnc([C@H](CC(C)C)NC(=O)OC(C)(C)C)o1	7%	2.2µM*	-12%
Cn1c(O)c(/C=N/NC(=O)c2cc3ccccc3cc2O)c2ccccc21	-16%	16µM*	4%
O=C(NC1CCN(S(=O)(=O)c2ccccc2F)CC1)c1ccco1	-2%	-5%	1%
CCOC(=O)c1c(CC(C)C)csc1NC(=O)COC(=O)c1ccc(O)cc1	-6%	23µM*	-9%
S=C(NC1CCCC1)N1CCN(c2ncccn2)CC1	1%	31%[activator]	-5%
CCN(CC)C(=O)Cn1c(C)c(/C=C/c2cc[n+](C)cc2)c2ccccc21	?	?	-2%
O=C(CSc1nnc(-c2ccco2)o1)Nc1c(F)cccc1F	/	-14%	9%
CCOc1ccc2nc(SCC(=O)N3CCN(C(=O)c4ccco4)CC3)sc2c1	-4%	?	2%
Cc1ccccc1N(CC(=O)NC1CCCCC1)C(=O)CCCC(=O)Nc1ccccn1	-1%	8%	-12%
N#CCC(=N)N1CCN(c2ccc(Cl)cc2)CC1	-5%	6%	-10%
COCCNC(=S)NCCCNc1nc2cc3c(cc2cc1C#N)OCO3	5%	-13%	-2%
Cc1cc(C)cc(NC(=O)CCCn2c3ccccc3c(=O)c3ccccc32)c1	/	?	4%
COc1ccc([C@@H]2CC=C(C(=O)O)[C@H](c3ccc(Cl)cc3)N2S(=O)(=O)c2ccc(C)cc2)cc1OC	-7%	0%	-2%
CC(=O)N1c2ccccc2C2(C)C(C1(C)C)C2(Cl)Cl (stereo not drawn)	12%	-12%	4%
Cc1cccn2c(=O)nc(SCC(=O)NCc3ccc(F)cc3)nc12	-3%	-25%	-3%
CC(C)CC(=O)NS(=O)(=O)c1ccc(NS(C)(=O)=O)cc1	-4%	-19%	-16%
CC(=O)c1ccc(N2CCN(C(=S)Nc3ccc(Cl)c(Cl)c3)CC2)cc1	1%	?	13%
Cc1ccc(Cn2nnc3c(=O)[nH]c(C4CCN(S(=O)(=O)c5cc(C)ccc5C)CC4)nc32)cc1	8%	?	7%
NC12CCc3c(no[n+]3[O-])C1(O)CC(c1ccccc1)=[N+]2[O-] (stereo not drawn)	19%	3%	8%
CC(C)(C)NC(=O)C(c1ccco1)N(C(=O)Cn1nnc(-c2ccc(F)cc2)n1)c1ccccc1 (stereo not drawn)	/	?	4%
Cc1ccc(S(=O)(=O)N2CCN(C(=O)c3ccccc3Cc3ccccc3)CC2)c(C)c1	-3%	?	-21%
COc1ccc(-c2ccc(C)cc2)cc1[C@H]1[C@@H]2C=CCC[C@@]2(C)C(=O)N1Cc1ccccc1	8%	?	-22%
O=C(NCCc1ccccc1)c1cc(-c2cccc(Cl)c2)on1	/	-14%	20%
Cc1cc(C)c2oc(-c3ccc(NC(=O)COc4ccccc4C)cc3)nc2c1	/	?	-15%
Cc1ccc(NC(=O)CN2C(=O)C(c3ccc(F)cc3)=NC23CCCCCC3)c(C)c1	/	?	89µM*
Cc1cccc(OCC(=O)OCc2cc(=O)n3nc(C4CCCCC4)sc3n2)c1	/	-17%	-6%
C=CCc1ccc(OCC(O)CN2CCC(Cc3ccccc3)CC2)c(OC)c1 (stereo not drawn)	-9%	?	-5%
CC(C)C(=O)Nc1ccc(Cl)cc1-c1nc2ccccc2[nH]c1=O	21%	0%	5%
Cc1c(C(=O)NC2CCCc3ccccc32)oc2ccccc12 (stereo not drawn)	20%	?	-2%
CCC1CN(C(=O)N2CCC(C(=O)NCCc3ccc(C)cc3)CC2)c2ccccc2O1 (stereo not drawn)	/	?	-2%
COc1ccc2[nH]c(C(=O)N/N=C/c3ccc(O)cc3O)cc2c1	-4%	4.6µM*	?
Cc1ccc(Cl)cc1N1CCN(C(=O)C2CCN(S(=O)(=O)c3cnc[nH]3)CC2)CC1	19%	?	-2%
Additional compounds:
SMILES	N370S GC mod	TDP1 cell CPT	FEN1 inhibitor
CN1CCN(CC#CCC2(O)c3ccccc3-c3ccccc32)CC1	9%	-12%	-5%
Fc1ccccc1-c1nc2c(s1)CCc1onc(-c3ccc(Br)cc3)c1-2	/	2%	14%
O=C(CCNS(=O)(=O)c1cccs1)NC1CCN(Cc2ccccc2)CC1	-2%	-1%	-10%
O=Cc1cn(-c2ccccc2)nc1-c1ccncc1	-19%	?	4%
CCN(CC)c1ccc(NC(=O)C2=CCN(S(=O)(=O)c3ccc(F)cc3)CC2)c(C)c1	-1%	18µM*	-3%
Nc1nonc1-c1nc2ccccc2n1Cc1ccccc1	8%	?	1%
Clc1cccc(CSc2nnc(C3CCNCC3)o2)c1	/	-26%	4%
Cc1ccc(S(=O)(=O)N2CCC(C(=O)N3CCCC(C(F)(F)F)C3)CC2)cc1C (stereo not drawn)	-1%	?	-7%
CCn1c(SCC(=O)N/N=C/c2cccs2)nc2ccccc21	7%	-20%	-6%
CCc1ccc(NC(=O)C(=O)NCCN2CCN(S(C)(=O)=O)CC2)cc1	10%	-8%	-2%
O=C1C(Cl)=C(NCC2CCCO2)C(=O)N1Cc1ccccc1 (stereo not drawn)	16%	-1%	3%
CC1=CC(=C(C#N)C#N)C=C(C)N1CCN1CCN(C(=O)Nc2cccc(Cl)c2)CC1	-4%	1%	21%
